# Source: PubChem
# BaF3 parental: counter-screen for JAK2V617F inhibitors: parental Ba/F3 viability inhibitors. CellTiter-Glo ATP luminescence. inhibition, % at 5.6 µM. hit rate 1.1% among 220,000. AID 1486;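 active = inhibition above a per-campaign cutoff, the mean inhibition of all tested compounds plus 3 SD, cut at about 27% in these data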;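 note: 0% = DMSO wells and 100% = JAK Inhibitor I control wells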
# TRPML3 agonist: agonists of human TRPML3 channel. activation, % at 3 µM. AID 1448. hit rate 0.29% among 220,000. Q8TDD5. HEK293 TRPML3-YFP, Fluo-8 calcium fluorescence; 100% = the carbachol control signal;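 active = activation above its plate's cutoff, the mean activation of the plate's test wells plus 3 SD, cut at about 12% in these data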;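 note: 0% = DMSO only wells and 100% = carbachol wells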
# Target sequence (Q8TDD5 whole entry, looked up): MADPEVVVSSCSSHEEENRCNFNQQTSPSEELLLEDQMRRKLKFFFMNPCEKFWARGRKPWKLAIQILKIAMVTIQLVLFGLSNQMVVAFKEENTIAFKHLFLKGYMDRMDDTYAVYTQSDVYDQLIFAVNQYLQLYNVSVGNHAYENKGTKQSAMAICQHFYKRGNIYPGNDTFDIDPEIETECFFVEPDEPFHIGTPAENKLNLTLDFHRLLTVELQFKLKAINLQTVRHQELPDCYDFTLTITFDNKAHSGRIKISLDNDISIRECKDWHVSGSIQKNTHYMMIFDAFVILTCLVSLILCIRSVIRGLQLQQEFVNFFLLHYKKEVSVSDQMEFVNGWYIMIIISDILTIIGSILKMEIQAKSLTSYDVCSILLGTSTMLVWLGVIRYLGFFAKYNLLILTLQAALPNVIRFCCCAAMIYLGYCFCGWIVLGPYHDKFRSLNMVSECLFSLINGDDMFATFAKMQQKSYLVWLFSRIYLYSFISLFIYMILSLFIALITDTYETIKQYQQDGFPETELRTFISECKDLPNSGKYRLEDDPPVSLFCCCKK
#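 system = HEK293 cells stably carrying human TRPML3-YFP | doses = one concentration, 3 µM nominal, 0.3% DMSO | timing = dye loading 1 h 37 °C then 30 min ambient, 125 s read | detection = Fluo-8 calcium dye fluorescence, ex 470-495, em 515-575 nm | benchmarks = high control carbachol 87 µM, low control DMSO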
# Ba/F3 V617F tox: loss of viability in JAK2V617F-driven Ba/F3 cells; Ba/F3 EpoR-JAK2V617F viability, ATP luminescence; inhibition, % at 5.6 µM; hit rate 1.1% among 220,000;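 active = inhibition above the campaign mean plus 3 SD over all tested compounds, cut at about 24% in these data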;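 note: cytokine-independent growth of Ba/F3 cells driven by EpoR plus mutant JAK2; 0% = DMSO-treated cells and 100% = JAK inhibitor I control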
# m-calpain inh: blocks pig calpain II enzyme activity | hit rate 0.37% among 220,000 | inhibition, % at 16 µM | purified calpain II, fluorogenic peptide substrate, 30 min;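 active = inhibition above about 50%, limit read from the data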
# PERK inhibitor: human PERK inhibition, primary cell-based screen; Q9NZJ5; CHO PERK-DD fusion, SEAP luminescence translation reporter; inhibition, % at 5.6 µM; hit rate 0.17% among 220,000;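 active = inhibition above the mean inhibition of all tested compounds plus 3 SD, set separately per screening campaign, cut at about 2.9% in these data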;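 note: PERK kinase domain activated by AP20187 dimerizer at 100 nM; 0% = DMSO with dimerizer and 100% = rapamycin at 8.4 µM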
# S1P4 agonist: human S1P4 receptor agonism. S1P4-expressing cell line, agonist reporter assay. activation, % at 4.98 µM. AID 1509. O95977. hit rate 0.35% among 220,000; in the data active = activation above about 11%;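 note: 0% = DMSO vehicle and 100% = reference agonist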
# zfTRPN1 agonist: agonists of zebrafish TRPN1 channel; HEK293 zebrafish TRPN1-YFP, Fluo-8 calcium fluorescence; 100% = response to 87 µM carbachol; activation, % at 3 µM; hit rate 0.18% among 220,000;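 active = activation above its plate's cutoff, the mean activation of test wells on that plate plus 3 SD, cut at about 19% in these data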;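 note: 0% = DMSO alone and 100% = 87 µM carbachol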
#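 System: zebrafish TRPN1-YFP in HEK293 cells / Dosing: 3 µM single point / Timing: dye loading 1 h at 37 °C, then 30 min room temperature / Signal: Fluo-8 calcium fluorescence, excitation 470-495 nm, emission 515-575 nm / Read-out basis: percent activation from peak over basal fluorescence ratio, control-normalized / Control set: high carbachol 87 µM, low DMSO alone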
# S1P4 antag: human S1P4 receptor antagonism; AID 1510; inhibition, % at 4.98 µM; O95977; S1P4-expressing cells, antagonist mode, reporter read-out; hit rate 0.26% among 220,000; in the data active = inhibition above about 29%;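 note: 0% = wells stimulated with agonist and 100% = vehicle wells without agonist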
# EP2 modulator: modulators of human EP2 prostaglandin E2 receptor. EP2-expressing cells, cAMP HTRF FRET, PGE2 co-stimulation. hit rate 0.83% among 260,000. induction, % at 25 µM. P43116. AID 940;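 active = compounds whose cAMP rise, as percent of the full-agonist control response, exceeds 60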;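 note: rat C6 glioma line stably carrying human EP2 under a CMV promoter; the protocol text gives 20 µM as final concentration; 100% = response of wells given 1 µM PGE2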
# Target sequence (P43116 whole entry, looked up): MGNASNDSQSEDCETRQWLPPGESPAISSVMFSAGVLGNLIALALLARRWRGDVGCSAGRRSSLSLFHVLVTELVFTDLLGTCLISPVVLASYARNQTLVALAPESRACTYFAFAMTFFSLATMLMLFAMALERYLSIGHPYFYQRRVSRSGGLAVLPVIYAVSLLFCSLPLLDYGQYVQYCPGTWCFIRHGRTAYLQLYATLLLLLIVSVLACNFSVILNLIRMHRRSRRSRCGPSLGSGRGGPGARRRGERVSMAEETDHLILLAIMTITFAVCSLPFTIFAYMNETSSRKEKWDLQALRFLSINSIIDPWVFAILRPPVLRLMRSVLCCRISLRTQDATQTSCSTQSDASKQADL
# An asterisk follows results filed as active; i = inactive; / = no result given; & = joins results of further samples.
SMILES,BaF3 parental,TRPML3 agonist,Ba/F3 V617F tox,m-calpain inh,PERK inhibitor,S1P4 agonist,zfTRPN1 agonist,S1P4 antag,EP2 modulator
Nc1nonc1C(=O)NCCNc1ncccc1[N+](=O)[O-],4,1.0,0,-11,1.4,1.7,0.7,-20,-3
O=C(NCc1cccc(Cl)c1)c1ccc(-c2csnn2)cc1,1,-1.1,-3,-4,0.6,-0.3,-0.5,-2,-10
O=C1c2ccccc2C(=O)N1CCc1nc2ccccc2c(=O)n1CCCn1ccnc1,3,5.6,0,-22,-0.4,1.8,3.0,-2,20
CCN(CC(=O)Nc1cccc(C#N)c1)CC(=O)Nc1cccc(OC)c1,1,-0.9,0,31,-0.8,-2.3,0.9,7,-54
COC(=O)c1ccc(C2C(Oc3ccc(OC)cc3)C(=O)N2CCc2ccc(OC)c(OC)c2)cc1 (centres undefined),4,0.6,2,12,-1.0,-0.6,1.1,-11,7
CCOc1ccccc1NC1=NC2CS(=O)(=O)CC2S1 (centres undefined),4,0.6,0,24,1.8,1.5,0.0,-8,-10
Cc1ccc(C(=O)NC2=NCCS2)cc1,-10,-0.2,0,-15,0.7,0.8,0.3,-13,3
COc1ccc(S(=O)(=O)N2CCC(N3CCCCC3)CC2)cc1,4,0.7,-1,-18,0.1,2.1,1.2,-13,-9
COC(=O)COc1ccc(S(=O)(=O)Nc2ccccc2C(=O)OC)cc1,1,0.9,-2,3,-0.1,0.3,-0.6,1,-21
O=C(CCC1CCCCC1)NCc1ccc(F)cc1,5,-0.4,-2,-2,0.7,-0.3,-0.7,-1,-11
CCC(C)(C)NC(=O)CN(C(=O)C(=O)Nc1ccc2c(c1)OCCO2)C(C)(C)CC,-2,-1.0,-5,10,0.1,2.1,-2.3,3,14
CCOC(=O)c1c(NC(=O)c2ccnn2C)sc(C)c1C,0,0.8,1,-359,0.0,-1.3,-0.4,-17,30
COc1ccc(Nc2nnc(SCC(=O)c3cc4ccccc4o3)s2)cc1,-1,0.1,-3,11,0.2,0.9,0.7,-2,-15
O=C(COC(=O)c1ccc2c(c1)C(=O)N(Cc1ccncc1)C2=O)Nc1ccccc1[N+](=O)[O-],9,2.5,2,-19,0.2,-0.2,5.0,-17,16
CC1(C)C(=O)OC(c2cccc([N+](=O)[O-])c2)C2(CCCCC2)C1=O (centres undefined),-1,1.1,-4,-12,1.0,0.8,-0.2,-1,30
CCOC(=O)c1ccc(NC(=O)C2CCC(CNc3c(N4CCOCC4)c(=O)c3=O)CC2)cc1 (centres undefined),0,-0.3,1,29,0.2,-0.5,1.9,6,-39
O=C(Nc1ccccc1Cl)c1ccc(COc2ccc3c(c2)CCC3)cc1,1,0.8,0,-13,0.7,-0.4,0.2,-14,22
CCOC(=O)c1cccc(NC(=S)NCc2ccc(C)cc2)c1,5,-0.1,1,35,0.5,-0.3,0.4,-8,-13
O=c1[nH]c(SCC2CCCCO2)nc2ccccc12 (centres undefined),-4,-0.5,-3,15,-0.4,0.0,-0.3,-7,2
CC1(C)CC(=O)C(C(c2cccc([N+](=O)[O-])c2)C2C(=O)CC(C)(C)CC2=O)C(=O)C1,5,-0.5,0,-1,-0.9,-1.1,-0.1,-4,33
COCCNc1cc(NCCOC)c([N+](=O)[O-])cc1[N+](=O)[O-],4,0.7,0,-6,0.5,0.8,-0.4,-14,21
CCN(CC)c1ccc(NC(=O)C2CCCN(S(=O)(=O)c3cccnc3)C2)c(C)c1 (centres undefined),5,0.8,4,-4,-1.6,-3.2,2.7,-23,17
COc1cccc(-n2c(=O)n(Cc3ccccc3)c(=O)c3[nH]cnc32)c1C,2,0.7,-1,-14,-0.2,2.0,1.1,-5,38
Cc1cccc(C)c1NC(=O)N1C2CCC1CC(O)(c1cccnc1)C2 (centres undefined),2,-0.1,-4,-24,0.6,0.2,-1.4,-11,7
O=C(CSC1=Nc2ccccc2C2=NC(c3ccccc3)C(=O)N12)NCC1CCCO1 (centres undefined),7,0.8,-1,-190,0.7,0.6,0.9,1,0
CC(C)c1ccccc1-n1c(-c2cccnc2)n[nH]c1=S,-1,0.2,-2,1,0.8,-1.8,-2.7,12,-1
Nc1c(S(=O)(=O)c2ccccc2)c2nc3ccccc3nc2n1/N=C/c1ccco1,1,0.5,-2,-69,0.2,0.0,0.6,-4,36
O=C(Nc1nnc(-c2cccnc2)o1)c1cccc(Cl)c1,0,0.4,-1,-12,2.1,2.7,0.3,-8,12
COc1cc(NC(=O)/C=C/c2ccccc2)c(C(=O)O)cc1OC,-3,0.3,-2,3,0.7,1.6,0.9,-20,14
COc1ccc(C2(C(=O)Nc3ccc(C)cc3)CCOCC2)cc1,-1,-0.5,4,4,0.5,0.5,0.4,18,-22
Nn1c(CN2CCCCC2)nc2ccccc2c1=O,5,0.4,4,-57,0.2,-1.6,2.2,-23,23
C/C(=N\NC(=O)c1ccc2c(c1)OCCO2)c1ccccc1,0,1.0,0,-19,0.3,-0.9,1.5,2,-30
COc1ccc(NC(=O)N2CCCC2C(=O)Nc2ccc(C)c(Cl)c2)cc1 (centres undefined),6,-0.3,1,1,0.5,1.2,0.9,-3,-18
CC(C(=O)Nc1ccc(S(=O)(=O)N2CCCCC2)cc1)N1CCN(c2ccccn2)CC1 (centres undefined),4,0.7,-3,19,-0.9,2.5,1.0,-14,-30
COc1ccc(OC)c(N=C2C(=O)Nc3ccccc32)c1,8,1.1,5,-15,1.6,-0.4,1.4,0,34
O=C(O)c1cccc(NC(=O)C2CCCO2)c1 (centres undefined),7,0.4,0,-28,0.7,-1.5,-1.2,-10,9
C=CCNC(=O)c1ccc2nc(-c3ccccc3)c(-c3ccccc3)nc2c1,2,0.1,0,-222,-0.1,0.6,-2.2,4,11
COCCn1c(-c2ccc(Cl)cc2)nc2oc3cc(OC)ccc3c(=O)c2c1=O,1,0.2,-1,0,0.4,-0.6,0.2,-2,14
C/C(=N/NC(=O)c1cccs1)c1cccc(N)c1,-4,0.6,4,37,0.2,-0.1,1.2,13,-41
O=[N+]([O-])c1ccccc1/C=C/C=N/Nc1ccc(S(=O)(=O)Nc2ccc(Cl)cc2)cc1[N+](=O)[O-],0,1.1,0,-63,2.0,-0.5,0.8,-1,19
Cc1nc(-c2ccccc2)sc1C(N)=O,8,0.2,0,-6,-0.1,-0.5,0.8,0,-3
CCOC(=O)CSc1nc(C)nc2c1sc1nc(C)c(C(C)=O)c(-c3ccc(OC)cc3)c12,0,0.5,-4,-2,0.8,-0.7,-0.8,-7,43
COc1ccc(N)cc1S(=O)(=O)Nc1ccccc1Cl,-4,-0.9,-3,-6,0.3,-0.7,-1.0,-8,1
COc1ccc2c(C)cc(SCC(=O)Nc3ncc(Cl)cc3Cl)nc2c1,9,0.0,2,11,0.7,-1.8,0.1,6,68*
O=C(Nc1ccccc1)N1CCc2ccccc2C1,4,-0.6,4,11,-0.9,-2.5,6.5,-5,-38
COc1ccc(-c2cc(C(F)F)n3ncc(C(=O)N4CCN5CCCC5C4)c3n2)cc1 (centres undefined),8,-0.9,3,i,-2.9,2.6,-2.5,16,-11&-67
CS(=O)(=O)N1N=C(c2ccc3nccnc3c2)CC1c1ccccc1 (centres undefined),6,0.7,2,7,0.3,0.2,1.9,-9,-3
COc1ccccc1NC(=O)CNC(=O)c1ccc([N+](=O)[O-])cc1,8,0.5,-2,-23,-0.3,-1.5,1.2,-4,-7
O=C(NCCc1ccccc1)C(=O)N/N=C/c1ccccc1C(F)(F)F,0,0.1,-5,-36,0.4,-1.1,3.2,14,-16
Cc1ccc(NC(=O)C(=S)NCc2ccco2)cc1,3,0.9,0,-30,0.0,0.9,-0.7,-7,-13

# Records above marked active in EP2 modulator.
Compound,TRPML3 agonist,m-calpain inh,PERK inhibitor,S1P4 agonist,S1P4 antag,EP2 modulator
COc1ccc2c(C)cc(SCC(=O)Nc3ncc(Cl)cc3Cl)nc2c1,0.0,11,0.7,-1.8,6,68*

# The listing continues.
SMILES,BaF3 parental,TRPML3 agonist,Ba/F3 V617F tox,m-calpain inh,PERK inhibitor,S1P4 agonist,zfTRPN1 agonist,S1P4 antag,EP2 modulator
Fc1ccc(CSc2ncnc3sc4c(c23)CCCC4)cc1,2,1.1,99*,5,1.1,1.1,1.7,-12,40
COc1cc(/C=N/N=C2/SCC(=O)N2c2ccc(O)cc2)ccc1O,7,-0.2,1,-48,0.8,1.6,1.8,-9,-4
Cc1ccc(-n2c(=O)c3c4c(sc3n3c(C)nnc23)COC(C(C)C)C4)cc1 (centres undefined),1,0.8,-3,/,0.1,-1.9,-0.6,-3,/
Cc1cc(C(=O)Nc2ccc(Cl)cc2)c(C)n1-c1ccccc1,-1,0.3,-3,-7,-0.3,0.9,-0.1,7,-41
O=C(Nc1sc2c(c1C(=O)O)CCCCC2)c1cccs1,5,1.1,-3,-19,0.6,1.0,0.3,6,-32
COc1ccccc1C(=O)Nc1ccc(S(=O)(=O)Nc2cc(C)on2)cc1,5,1.5,1,-5,1.4,2.3,1.6,-5,-10
O=C(CSc1nnc(COc2ccccc2)o1)NCCc1ccccc1,3,-0.3,-3,2,0.5,1.3,-1.2,-14,-17
CCOc1ccc(Cl)cc1CNc1nnnn1C,10,0.0,5,4,-0.1,0.5,0.1,11,-14
Cc1ccc2c(Cl)cc(Cl)c(OCC(=O)Nc3cccc(S(N)(=O)=O)c3)c2n1,3,0.1,-2,-45,-1.0,9.4,-0.5,-13,24
Cc1ccc(CNC(=O)COC(=O)c2cncc(Br)c2)cc1,3,0.3,-3,-41,0.0,-1.3,0.6,-1,21
Cc1c(C(=O)OCC(=O)NCC2CCCO2)cccc1[N+](=O)[O-] (centres undefined),2,1.0,1,-25,0.6,0.1,0.0,8,-11
CCOC(=O)Nc1ccc(NS(=O)(=O)c2ccc(C)cc2)cc1,6,-1.4,8,16,-0.8,0.5,-0.6,5,1
S=c1[nH]nc(-c2ccco2)n1/N=C/C(Cl)=C/c1ccccc1,-8,-1.7,0,-15,0.3,-1.4,-1.5,-5,10
COc1cc(C)ccc1S(=O)(=O)N1CCN(C23CC4CC(CC(C4)C2)C3)CC1,4,0.0,-2,-9,-0.6,-3.1,-1.3,-4,-56
O=C(NCC1CCS(=O)(=O)C1)Oc1ccccc1 (centres undefined),5,0.0,5,-1,0.3,0.1,-0.7,1,-7
O=C1CN(S(=O)(=O)c2ccc(Cl)cc2)CC(=O)N1CCc1ccccc1,-1,8.8,-2,-18,0.3,0.3,0.4,-5,-1
COc1ccccc1OCc1nc2ccccc2s1,6,-0.2,0,-17,-0.5,-0.1,-1.3,-13,23
COc1ccc(O)c(C(=O)c2cnn(C(=O)c3cc(C)oc3C)c2)c1,1,0.4,3,-26,0.7,1.6,0.3,-15,32
CN(C(=O)CCc1nc2ccccc2s1)c1ccccc1,5,0.1,-1,13,1.5,-1.4,1.4,3,-8
COc1nc(-c2ccccc2)ccc1-c1noc(-c2ccccc2F)n1,0,0.9,-3,-182,0.8,-0.3,1.0,-10,17
